# Screening results deposited in PubChem by National Center for Advancing Translational Sciences (NCATS).
# PKM2 act – activators of human pyruvate kinase M2; P14618; purified PKM2, Kinase-Glo ATP luminescence, activation; response scale: 0% is enzyme alone, no compound; Potency, µM (top dose mostly 57.5 µM), for inactives: at the top dose activation, usual class: activators; 0.34% of 260,000 active; note: potency is the fitted concentration of half-maximal effect; % is set by controls: 0 for no effect and ±100 for the full control effect; nearly all actives have a fitted effect of over 55% in size
#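 ATP formation by purified human PK-M2, quantified via coupled luciferase luminescence after 1 h at room temperature with 0.1 mM ADP and 0.5 mM PEP final.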
# Coupling enz – counter-screen for Giardia aldolase inhibitors: coupling enzyme system; coupling enzyme system counterscreen, AmpLite Red fluorescence; AID 2472; activity change, negative = inhibition, % at 58.2 µM, hits read low; 0.67% of 290,000 active; in the data active = activity change below about -30%; note: % is set by controls: 0 for no effect and ±100 for the full control effect
#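 Counterscreen of the coupled detection system alone, without aldolase: glyceraldehyde-3-phosphate coupling enzymes plus AmpLite Red readout. Compounds at 57.5 uM final, 10 min RT preincubation, 20 min RT reaction, fluorescence 525/598 nm.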
# B2AR arrestin – beta2AR (human) beta-arrestin recruitment activity | Potency, µM (titrated, usually from 46.1 µM), for inactives: at the highest dose activation, most hits filed as activators | 0.02% of 330,000 active | P07550 | beta-arrestin recruitment to beta2AR, cell-based reporter;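 note: potency is the fitted concentration of half-maximal effect; 0% = DMSO controls and full agonism = EC100 isoproterenol or metaproterenol; nearly all actives have a fitted effect of over 65% in size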
# Tb PFK inh – inhibitors of T. brucei phosphofructokinase | O15648 | T. brucei PFK, ADP-Glo luminescence | Potency, µM (doses to about 57.5 µM), for the others: at the highest dose activity, negative = inhibition, actives largely listed as inhibitors | 0.17% of 330,000 active;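 note: potency is the fitted concentration of half-maximal effect; 0% = uninhibited 1x PFK enzyme wells and -100% = no-enzyme wells; nearly all actives have a fitted effect of over 60% in size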
#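 ADP-Glo luminescence quantified ADP after 45 min at room temperature, with 1.25 nM T. brucei PFK, 0.1 mM ATP and 0.5 mM fructose-6-phosphate in pH 8.0 TEA buffer. qHTS titrations up to 57 µM; curves classified by quality.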
# PTAP TSG101 blk – blocks PTAP/TSG101 interaction to inhibit HIV-1 budding; Q99816; 340,000 tested, under 10 active; Fluorescence polarization, FITC-PTAP peptide / Tsg101 binding; Potency, µM (series often up to 115 µM), for inactives: at the top dose activity change, negative = inhibition, actives largely listed as inhibitors; active = well fitted inhibition curve with a large enough effect in the main read-out, with a control signal flat, not every such curve was filed as active; inconclusive = small, poorly fitted or top-dose-only effect, or effect the other way, or a change in a side signal; inactive = no such curve, though single readings can be large or run the other way; note: potency is the fitted concentration of half-maximal effect; % of control where 0% means no effect
# Target sequence (Q99816 whole entry, looked up): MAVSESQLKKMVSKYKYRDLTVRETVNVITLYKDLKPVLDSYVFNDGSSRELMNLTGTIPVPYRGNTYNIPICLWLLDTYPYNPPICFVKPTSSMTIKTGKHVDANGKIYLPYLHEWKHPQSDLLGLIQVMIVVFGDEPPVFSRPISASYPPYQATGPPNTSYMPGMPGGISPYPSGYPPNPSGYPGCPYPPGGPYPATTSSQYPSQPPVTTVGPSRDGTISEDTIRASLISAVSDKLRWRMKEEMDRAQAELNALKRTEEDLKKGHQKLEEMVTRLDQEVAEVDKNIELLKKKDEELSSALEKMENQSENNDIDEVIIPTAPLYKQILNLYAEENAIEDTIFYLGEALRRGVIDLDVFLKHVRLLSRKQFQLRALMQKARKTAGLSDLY
#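 Tsg101 binding domain (10 uM final) was mixed with compound and a FITC-labeled PTAP peptide (50 nM final) in HEPES pH 7.5 buffer with NaCl, Tween 20, EDTA and TCEP; fluorescence polarization was read after 20 min at r.t.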
# GALK inhibitor – inhibitors of human galactokinase; 0.007% of 270,000 active; Purified GALK, Kinase-Glo residual ATP luminescence; P51570; Potency, µM (series often up to 57.5 µM), inactives show at the top dose activity change, negative = inhibition, actives largely listed as inhibitors; note: potency is the fitted concentration of half-maximal effect; % is set by controls: 0 for no effect and ±100 for the full control effect
# Target sequence (P51570 whole entry, looked up): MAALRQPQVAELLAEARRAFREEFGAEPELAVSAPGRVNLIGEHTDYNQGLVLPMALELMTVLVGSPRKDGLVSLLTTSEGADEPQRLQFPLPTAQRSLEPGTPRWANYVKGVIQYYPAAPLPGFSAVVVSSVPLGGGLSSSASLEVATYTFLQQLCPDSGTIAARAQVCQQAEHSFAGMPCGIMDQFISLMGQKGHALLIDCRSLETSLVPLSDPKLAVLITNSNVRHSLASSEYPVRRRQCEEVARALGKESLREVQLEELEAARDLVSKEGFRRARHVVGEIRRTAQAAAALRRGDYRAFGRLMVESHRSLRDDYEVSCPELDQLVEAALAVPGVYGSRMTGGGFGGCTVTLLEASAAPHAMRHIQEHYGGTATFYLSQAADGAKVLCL
#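 Kinase-Glo Plus luminescence measured ATP left after a 1 h room-temperature reaction. The reaction used 5 nM GALK, 100 uM galactose and 35 uM ATP at pH 8.0 (20 mM HEPES, 5 mM MgCl2, 60 mM NaCl, 1 mM DTT, 0.01% BSA).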
# Menin MLL FP TR – inhibitors of human menin-MLL interaction, mutant MLL peptide; Menin + Texas Red MLL mutant peptide, fluorescence polarization; 0.23% of 270,000 active; Potency, µM (series often up to 61.6 µM), for the others: at the top dose FP activity change, negative = inhibition, usual class: inhibitors; O00255; active = well fitted inhibition curve with a large enough effect in the polarisation, with a control signal flat, not every such curve was filed as active; inconclusive = small, poorly fitted or top-dose-only effect, or effect the other way, or a change in a side signal; inactive = no such curve, though single readings can be large or run the other way; the % refers to the polarisation; note: potency is the fitted concentration of half-maximal effect; % of control where 0% means no effect; many of its hits are not listed in these tables
# BCR signal inh – chronic active BCR signaling inhibition. ABC-DLBCL IkBa-CBG/CBR reporter, luminescence ratio, 4 h. Potency, µM (top dose mostly 46.1 µM), inactives show top-dose ratio change, negative = lower green/red ratio, hits mostly inhibitors. 0.05% of 340,000 active. AID 493014; active = well fitted inhibition curve with a large enough effect in the signal ratio, with a control signal flat, not every such curve was filed as active; inconclusive = small, poorly fitted or top-dose-only effect, or effect the other way, or a change in a side signal; the % refers to the signal ratio;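 note: potency is the fitted concentration of half-maximal effect; plate controls were basal doxycycline-induced cells for no effect and cells given 10 µM MG132 for full effect; MG132 reads +100%, hits lower the ratio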
#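 Compounds up to 46 uM were incubated four hours with TMD8 cells whose green CBG68 luciferase is fused to IkappaBalpha; red CBR luminescence normalised the signal, and concentration-effect curves were fitted to fusion, red and ratio data.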
# Integrin act MD – activates integrin-mediated alleviation for muscular dystrophy; alpha7betagal myoblasts, beta-gal FDG fluorescence, 48 h; Potency, µM (doses to about 38.3 µM), for the others: at the top dose activation, actives largely listed as activators; 0.064% of 350,000 active;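 note: potency is the fitted concentration of half-maximal effect; 100% = response of the positive control SU9516; nearly all actives have a fitted effect of over 60% in size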
#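 Alpha7betagal+/- myoblasts (passage 13) were plated 16-24 hr, then exposed to compounds (1:260 dilution of DMSO stock) for 48 hours at 37C. After MPER lysis, β-galactosidase reporter activity was read as FDG fluorescence (ex 480/em 540) after 30 minutes.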
# ASM inhibitor – blocks human secretory acid sphingomyelinase | 0.006% of 340,000 active | Potency, µM (highest dose often 57.5 µM), for the others: at the highest dose activity change, negative = inhibition, hits mostly inhibitors | placental ASM, HMU-PC fluorogenic substrate, 60 min | P17405; note: potency is the fitted concentration of half-maximal effect
#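 Human placenta-derived ASM enzyme was preincubated with compound for 10 minutes at room temperature, then given fluorogenic substrate HMU-PC0 (9 uM final) for 60 minutes at 37 °C; a pH 10 stop preceded fluorescence reading at Ex 386/Em 447 nm.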
# Giardia kill – kills Giardia lamblia; 0.15% of 340,000 active; AID 540267; activity change, % at 7.66 µM, hits read low; Giardia lamblia trophozoite viability; in the data active = activity change below about -80%; inconclusive = between about -30% and that limit;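 note: parasites exposed to compound for two days anaerobically before the ATP read; % is set by controls: 0 for no effect and ±100 for the full control effect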
#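 Anaerobic 48 hrs incubation at 37 deg C of 100 trophozoites/well with test compounds; ATPLite 1-Step luminescence, 15-30 min RT, reports cellular ATP as viability.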
# * = called active by the depositor; ? = inconclusive; . = not tested or not shown; [ ] = another dose, or the depositor's remark. Unless noted, calls come from the whole dose curve; as a rule, active = well fitted curve in the direction sought with a large enough effect; inconclusive = small, poorly fitted or top-dose-only effect, or another doubt; inactive = no such curve, though single readings can be large; an effect the other way counts as inactive or inconclusive. An excerpt; rates above refer to the full screens.
SMILES,PKM2 act,Coupling enz,B2AR arrestin,Tb PFK inh,PTAP TSG101 blk,GALK inhibitor,Menin MLL FP TR,BCR signal inh,Integrin act MD,ASM inhibitor,Giardia kill
CCC(=O)Nc1c2c(nn1-c1ccccc1C)CSC2,13%,0,-0.2%,-3%,-4%,0%,-11%,4%,-2%,-2%,-1
CCN1C(=S)SC(=O)C1=C1C=C(C)N(CCO)C(C)=C1,6%,2,0.2%,-1%,4%,2%,1%,?,-6%,-24%,-16
O=C(COC(=O)/C=C/c1ccc(Cl)cc1)NC1CC1,.,.,-0.2%,8%,-5%,.,.,-2%,1%,0%,20
CCOC(=O)c1c(-c2cccs2)csc1NC(C)=O,25%,3,-0.6%,-3%,0%,0%,-15%,?,12%,-5%,-4
COc1cc(/C=C/C(=O)O)cc(S(=O)(=O)Nc2ccccc2C(=O)NCc2ccco2)c1OC,.,.,0.1%,2%,-14%,.,.,3%,9%,0%,-13
CCOC(=O)c1csc(NC(=O)Nc2cccc(OC)c2)n1,-4%,-2,-0.6%,3%,.,2%,11%,6%,.,.,.
CCOC(=O)C1=C(CC)Nc2ccccc2N=C1NC(=O)c1ccc(S(=O)(=O)N2CCOCC2)cc1,-1%,-1,-0.2%,4%,-1%,-1%,0%,?,-23%,4%,-18
COc1ccccc1CNC(=O)C1CCCC1,5%,0,0.3%,0%,-2%,12%,12%,4%,-9%,8%,7
CC1CN(/C(=N\S(=O)(=O)c2ccccc2)c2ccccc2)CC(C)O1 (stereo not given),1%,4,-0.3%,4%,-2%,-1%,.,5%,31%,-2%,?
Cc1n[nH]c(=O)c2c(NC(=O)CSc3nn(-c4ccccc4)c(=S)s3)oc(C)c12,.,.,-0.1%,-1%,1%,.,.,2%,25%,-2%,6
CC(=O)CCc1ccc(OCC(O)CNCCOc2ccc(C)cc2)cc1 (stereo not given),0%,1,-0.4%,3%,-4%,5%,-22%,5%,-68%[inhibitor],1%,-3
COc1ccc(C2CC(=O)C=C(NC3CCCC3)C2)cc1 (stereo not given),-3%,-12,-1.0%,-1%,-2%,2%,-27%,15%,23%,2%,4
CCC(C)(C)NC(=O)C(c1ccccc1Cl)N(Cc1cccnc1)C(=O)CCC(=O)Nc1cc(C)on1 (stereo not given),-1%,1,-0.6%,0%,-3%,8%,-21%,0%,-2%,-1%,10
CC(C)CC(=O)Nc1ccc(C(=O)CN2CCN(c3ccc(O)cc3)CC2)cc1,14%,1,0.0%,-2%,0%,-3%,-1%,?,4%,-1%,16
CCC1=NN(C(=O)C(=O)Nc2ccc(OC)cc2)C(O)(C(F)(F)F)C1 (stereo not given),2%,2,0.2%,9%,-5%,0%,?,1%,-16%,5%,-5
CSc1ccccc1OCc1cc(C(=O)N2CCc3sccc3C2)no1,.,-1,0.3%,2%,-2%,-1%,19%,1%,-25%,-2%,2
Cc1ccc(S(=O)(=O)N(Cc2cc3ccc(C)cc3[nH]c2=O)c2ccccc2)cc1,-6%,3,-0.2%,-5%,0%,9%,.,13%,?,-10%,-7
CS(=O)(=O)c1cnc2c(S(=O)(=O)c3ccccc3)cnn2c1N,?,0,-0.8%,-3%,0%,1%,4%,6%,4%,-1%,-2
Cc1cc(C)nc(/N=C(\N)Nc2ccc(SC(F)F)cc2)n1,3%,0,-1.4%,2%,0%,-3%,.,2%,-51%[inhibitor],0%,-11
OCCN(CCO)CC(O)CN1c2ccccc2Sc2ccccc21 (stereo not given),.,2,0.3%,-9%,-2%,1%,?,-1%,-19%,1%,-7
COc1ccccc1OCCNC(=O)CN1C(=O)NC2(CCCC2)C1=O,.,.,-0.2%,-3%,-3%,.,.,-2%,7%,1%,-13
CCOC(=O)N1CCC(NC(=O)c2ccc3c(=O)n4c(nc3c2)CCCC4)CC1,-4%,2,-0.8%,-2%,-5%,-1%,-15%,-3%,9%,1%,-8
NC(=O)C1CCN(C(=O)c2cc(Cl)c3c(c2)OCCO3)CC1,.,.,-2.0%,4%,-1%,.,.,-2%,13%,2%,2
CC(C)(C)C(=O)CSc1ncccn1,-5%,0,-0.1%,-7%,2%,-3%,15%,0%,-8%,-1%,-13
CCN(C(=O)CSc1n[nH]c(N)n1)C1CCCCC1,.,.,-0.3%,2%,0%,.,.,-2%,-1%,-4%,-16
COC(=O)C(CC(C)C)Oc1ccc2c(C)cc(=O)oc2c1 (stereo not given),-2%,4,-0.1%,-3%,-6%,-3%,-17%,?,-20%,4%,9
COc1ccccc1NC1=NC(c2ccc(Cl)cc2)N=C(N)N1 (stereo not given),2%,4,0.0%,-4%,-8%,-2%,-17%,?,-25%,-4%,-4
Cc1ccc(NC(=O)c2ccc(NS(=O)(=O)c3ccc4[nH]c(=O)[nH]c4c3)cc2)nc1,.,.,0.1%,1%,-1%,.,.,?,27%,11%,-5
COC(=O)c1ccccc1C(=O)c1ccc2c(c1)NC(=O)CO2,1%,-25,-0.1%,-5%,-2%,1%,-8%,-4%,-2%,0%,4
CC(OC(=O)CC1CC2CCC1C2)C(=O)Nc1ccc(N2CCOCC2)cc1 (stereo not given),-2%,3,-0.4%,-2%,-4%,2%,-5%,0%,0%,-5%,-8
Cc1cc(C(=O)NNC(=O)CN2C(=O)NC3(CCCCC3)C2=O)c(C)o1,.,.,0.0%,21%,-3%,.,.,10%,?,2%,12
CC(C)(C)c1cc(/C=N/NC(=O)Cc2nc3ccccc3[nH]2)cc(C(C)(C)C)c1O,-1%,-3,0.6%,4%,0%,0%,9%,20%,8%,41%[activator],16
Cc1cc(N2CCN(C)CC2)nc2ccc(NC(=S)NCc3cccs3)cc12,9%,0,0.1%,-4%,1%,-1%,4%,11%,-62%[inhibitor],129%[activator],-8
COc1ccc(C(=O)N(CC2CCCO2)C(C(=O)NCCC(C)C)c2ccc(C)cc2)cc1OC (stereo not given),3%,4,-0.2%,2%,-2%,2%,-9%,-1%,-8%,2%,14
CC(C)(C)NC(=O)C(c1ccc(O)cc1)N(Cc1ccccc1)C(=O)CCC(=O)Nc1nccs1 (stereo not given),-4%,2,0.0%,-1%,0%,-4%,18%,5%,18%,-4%,14
COc1ccc(N(C)C(=O)c2sc(Cl)nc2C)cc1,0%,4,-0.1%,-5%,-4%,-3%,1%,-1%,?,6%,1
CC(C)(C)c1cn(-c2ccc(F)cc2)c(=S)[nH]1,-8%,4,0.2%,-6%,-3%,-6%,.,-13%,-3%,3%,1
CC(C)NC(=O)c1ccc(-n2nc(C(F)(F)F)c3c2CCCC3)cc1,-1%,-1,-0.3%,-1%,1%,-2%,-13%,-1%,26%,6%,5
CCCn1c(NCc2cc(C)ccc2O)nc2ccccc21,6%,1,-0.2%,3%,-4%,0%,?,7%,-4%,0%,-2
O=C(O)c1cccc(-n2cccc2/C=C2/NC(=O)N(c3cccc(Cl)c3)C2=O)c1,2%,3,-0.1%,-25%,-1%,.,.,0%,9%,19%,17
Cc1cccc(/C=C\c2nc3ccccc3c(=O)[nH]2)c1,-20%,-3,2.8%,2%,-1%,3%,17%,5%,-21%,22%,-28
N#Cc1sc2nc3c(c(-c4ccco4)c2c1N)CCCC3,-1%,-7,-0.8%,0%,-3%,-1%,1%,0%,15%,7%,-19
O=C(Cc1c[nH]c2ccccc12)Nc1nc2ccccc2[nH]1,21%,-11,-0.9%,-6%,2%,-5%,?,?,13%,-1%,-19
Cc1ccccc1C(=O)NCCCc1ccccc1,2%,3,-0.3%,-2%,2%,.,2%,2%,16%,2%,-1
COc1cc(C(C)=O)ccc1OCC(=O)Nc1ccc2nc(C)sc2c1,.,.,-0.2%,-6%,3%,.,.,-3%,-3%,1%,?
NC(=O)C1(C(N)=O)OC1c1ccc(Cl)c(Cl)c1 (stereo not given),2%,1,-0.3%,-9%,-1%,0%,.,?,-17%,-2%,-3
O=c1c(C(c2nnnn2C2CCCCC2)N2CCCCC2)coc2ccc(Cl)cc12 (stereo not given),0%,0,0.2%,-5%,-4%,1%,2%,5%,-6%,4%,-2
